KCNH2 3.1 inh = qHTS for Inhibitors of KCHN2 3.1: Mutant qHTS; Potassium voltage-gated channel subfamily H member 2, brain isoform KCNH2 3.1 (human); activity change, % (tested at about 1.8 µM); hit rate 0.95% among 340,000; U2OS KCNH2 3.1, thallium flux FluxOr; hits give low values; AID 720553, 2013;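 active = maximum activity change below -70%; inconclusive = maximum activity change from -70% to -50%; inactive = maximum activity change above -50%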;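 note: thallium influx rate constant from kinetic fluorescence after stimulation buffer; % is set by controls: 0 for no effect and ±100 for the full control effect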
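Channel expression came from 3.1 mutant virus (1.77 x 10^8 /mL) applied to suspended U2OS cells for 4 h. Flux was tracked with FluxOr dye plus Red40 quencher, and kinetic rate constants normalized to controls.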
Rab9 prom act = qHTS Assay for Rab9 Promoter Activators | Huh7 Rab9 promoter-luciferase reporter, luminescence, 24 h | Potency, µM (titrated, usually from 9.22 µM), for inactives: at the highest dose activation, negative = inhibition, hits mostly activators | hit rate 2.8% among 320,000 | AID 485297, 2010; note: potency is the fitted concentration of half-maximal effect; % of control where 0% means no effect; nearly all actives have a fitted effect of over 60% in size
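Quantitative HTS format; Huh7 Rab9-luciferase reporter cells (1500/well) receive compound 2 h post-plating, incubate 24 h at 37 °C, then get luciferase reagent for 10 min before luminescence reading.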
Coupling enz = qHTS Assay for Inhibitors of Fructose-1,6-bisphosphate Aldolase from Giardia Lamblia: Coupling assay counterscreen; coupling enzyme system counterscreen, AmpLite Red fluorescence; activity change, negative = inhibition, % at 58.2 µM, hits read low; hit rate 0.67% among 290,000; AID 2472, 2010; in the data active = activity change below about -30%; note: % is set by controls: 0 for no effect and ±100 for the full control effect
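Compounds tested against the coupling enzymes alone at 57.5 uM final; readout was AmpLite Red fluorescence (525/598 nm) after 20 min at RT.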
VP16 counter = VP16 counterscreen qHTS for inhibitors of ROR gamma transcriptional activity. Potency, µM (series often up to 53.6 µM), for the others: top-dose activity, negative = inhibition, hits mostly inhibitors. hit rate 3.5% among 310,000. Drosophila S2 Gal4-VP16 UAS-luciferase, luminescence, 20 h. AID 2546, 2010;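 note: Gal4-VP16 expression switched on by copper sulfate through the metallothionein promoter; potency is the fitted concentration of half-maximal effect; % is set by controls: 0 for no effect and ±100 for the full control effect; nearly all actives have a fitted effect of over 50% in size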
NPC1 promoter act = qHTS Assay for NPC1 Promoter Activators. AID 485313, 2010. Potency, µM (series often up to 9.22 µM), without a hit: at the top dose activation, actives largely listed as activators. Huh7 NPC1 promoter luciferase reporter, 24 h. hit rate 2.4% among 320,000;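 note: potency is the fitted concentration of half-maximal effect; % of control where 0% means no effect; nearly all actives have a fitted effect of over 60% in size; reporter is driven by a mutant NPC1 promoter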
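Huh7 cells stably carrying NPC1 promoter–luciferase, plated in Opti-MEM with 10% FBS for 2 h, were exposed to compound in DMSO for 24 h at 37 °C; luciferase reagent was added for 10 min and luminescence read.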
FLuc counter = qHTS profiling assay for firefly luciferase inhibitor/activator using purifed enzyme and Km concentrations of substrates (counterscreen for miR-21 project). Luciferin 4-monooxygenase (Photinus pyralis), P08659. purified FLuc, Km substrates, luminescence inhibition. Potency, µM (highest dose often 57.5 µM), for inactives: at the highest dose activity change, negative = inhibition, usual class: inhibitors. hit rate 6.9% among 360,000. AID 588342, 2011;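 note: potency is the fitted concentration of half-maximal effect; plate controls were vehicle for no effect and reference inhibitor for full effect; nearly all actives have a fitted effect of over 55% in size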
Target sequence (P08659 whole entry, looked up): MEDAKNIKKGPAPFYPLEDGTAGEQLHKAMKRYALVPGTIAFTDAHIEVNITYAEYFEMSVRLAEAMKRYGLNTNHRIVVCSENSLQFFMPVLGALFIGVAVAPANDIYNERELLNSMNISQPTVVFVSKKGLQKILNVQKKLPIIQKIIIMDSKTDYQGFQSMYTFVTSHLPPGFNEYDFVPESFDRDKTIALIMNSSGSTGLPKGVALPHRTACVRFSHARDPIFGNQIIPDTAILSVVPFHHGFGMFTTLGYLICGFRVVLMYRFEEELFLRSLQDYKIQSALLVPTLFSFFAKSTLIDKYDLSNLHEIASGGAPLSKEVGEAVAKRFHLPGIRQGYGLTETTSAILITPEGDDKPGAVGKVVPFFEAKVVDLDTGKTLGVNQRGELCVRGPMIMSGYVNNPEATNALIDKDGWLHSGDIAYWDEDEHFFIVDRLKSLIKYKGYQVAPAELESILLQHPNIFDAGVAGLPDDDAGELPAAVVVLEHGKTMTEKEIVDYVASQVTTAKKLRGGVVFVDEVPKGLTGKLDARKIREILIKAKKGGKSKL
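Biochemical qHTS of compounds, final roughly 60 µM downward over six points, against 10 nM purified firefly luciferase using Km concentrations of substrates (10 uM D-luciferin, 10 uM ATP) in Tris acetate pH 7.5 buffer; luminescence output.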
uPA surface inh = qHTS for Inhibitors of Cell Surface uPA Generation. hit rate 0.31% among 330,000. AID 540303, 2011. Potency, µM (titrated, usually from 38.3 µM), for inactives: at the top dose activity change, negative = inhibition, usual class: inhibitors. cell surface uPA generation assay, qHTS; active = well fitted inhibition curve with a large enough effect; inconclusive = small, poorly fitted or top-dose-only effect; inactive = no such curve, though single readings can be large or run the other way; tested in mouse RAW 264.7 cells; note: potency is the fitted concentration of half-maximal effect; % is set by controls: 0 for no effect and ±100 for the full control effect; nearly all actives have a fitted effect of over 55% in size
RORg inh = qHTS for inhibitors of ROR gamma transcriptional activity; Drosophila S2 Gal4-RORgamma UAS-luciferase reporter, 20 h; hit rate 5.4% among 310,000; Potency, µM (series often up to 53.6 µM), for inactives: at the top dose activity change, negative = inhibition, actives largely listed as inhibitors; Nuclear receptor ROR-gamma (Mus musculus), P51450; note: potency is the fitted concentration of half-maximal effect; % is set by controls: 0 for no effect and ±100 for the full control effect; nearly all actives have a fitted effect of over 60% in size
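Read-out: Photinus luciferase luminescence; inhibitors lower reporter signal. Insect Schneider cells with Gal4-ROR gamma fusion under metallothionein promoter, UAS reporter; 700 uM final copper sulfate induction, 20 hr, ambient temperature.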
Tb PFK block = qHTS Assay to Find Inhibitors of T. brucei phosphofructokinase. hit rate 0.17% among 330,000. ATP-dependent 6-phosphofructokinase (Trypanosoma brucei brucei), O15648. Potency, µM (top dose mostly 57.5 µM), without a hit: at the highest dose activity, negative = inhibition, most hits filed as inhibitors. T. brucei PFK, ADP-Glo luminescence;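 note: potency is the fitted concentration of half-maximal effect; 0% = uninhibited 1x PFK enzyme wells and -100% = no-enzyme wells; nearly all actives have a fitted effect of over 60% in size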
Target sequence (O15648 whole entry, looked up): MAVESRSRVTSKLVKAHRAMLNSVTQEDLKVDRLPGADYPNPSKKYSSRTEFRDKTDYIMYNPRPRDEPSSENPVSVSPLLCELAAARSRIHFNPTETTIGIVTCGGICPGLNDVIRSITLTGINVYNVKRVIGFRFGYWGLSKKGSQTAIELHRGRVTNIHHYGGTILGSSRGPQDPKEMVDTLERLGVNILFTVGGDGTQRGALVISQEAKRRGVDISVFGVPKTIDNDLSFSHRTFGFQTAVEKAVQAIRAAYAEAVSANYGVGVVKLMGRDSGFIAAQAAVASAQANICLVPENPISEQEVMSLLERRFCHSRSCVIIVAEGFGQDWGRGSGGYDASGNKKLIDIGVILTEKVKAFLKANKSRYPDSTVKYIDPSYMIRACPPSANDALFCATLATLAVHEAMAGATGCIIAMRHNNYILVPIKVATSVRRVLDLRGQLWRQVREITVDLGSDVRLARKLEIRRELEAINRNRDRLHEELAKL
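Compounds were pin-transferred as a titration series up to 57 uM into substrate buffer (0.5 mM F6P, 0.1 mM ATP, pH 8.0), then 1.25 nM PFK was added and reactions ran 45 min before ADP-Glo detection.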
Giardia killer = Small Molecules that selectively kill Giardia lamblia: qHTS | Giardia lamblia trophozoite viability | hit rate 0.15% among 340,000 | activity change, % at 7.66 µM, hits read low; in the data active = activity change below about -80%; inconclusive = between about -30% and that limit;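 note: parasites exposed to compound for two days anaerobically before the ATP read; % is set by controls: 0 for no effect and ±100 for the full control effect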
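Trophozoites 100 cells/well + cpd; 48 hrs, 37 deg C, anaerobic. ATPLite 1-Step added, 15-30 min RT, luminescence read (ATP-based viability).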
ELG1 genotoxic = qHTS screen for small molecules that induce genotoxicity in human embryonic kidney (HEK293T) cells expressing luciferase-tagged ELG1 | Potency, µM (series often up to 46 µM), for inactives: at the top dose activity change, positive = activation, usual class: activators | HEK293T ELG1-luciferase reporter, luminescence, 16 h | hit rate 1.3% among 330,000; note: potency is the fitted concentration of half-maximal effect; % of control where 0% means no effect; nearly all actives have a fitted effect of over 60% in size
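DMSO vehicle served as control against compound-treated ELG1-luciferase HEK293T cells; exposure lasted 16 hr at 37 °C and 5% CO2, followed by ONE-Glo luminescence detection after 30 min.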
* = called active by the depositor; ? = inconclusive; / = no result given; & = joins results of further samples; [ ] = dose if it differs, or a comment. Unless noted, calls come from the whole dose curve; as a rule, active = well fitted curve in the direction sought with a large enough effect; inconclusive = small, poorly fitted or top-dose-only effect, or another doubt; inactive = no such curve, though single readings can be large; an effect the other way counts as inactive or inconclusive.

SMILES	KCNH2 3.1 inh	Rab9 prom act	Coupling enz	VP16 counter	NPC1 promoter act	FLuc counter	uPA surface inh	RORg inh	Tb PFK block	Giardia killer	ELG1 genotoxic
Cc1[nH]n(-c2cccc3ccccc23)c(=O)c1/C=N/c1sc2c(c1C#N)CCC2	0	0%	9	0%	?	-4%	3%	-11%	-15%	13	-6%
CCCc1cc(=O)[nH]c(SCC(=O)NC(=O)OCC)n1	9	2%	-9	1%	-2%	-1%	12%	15%	1%	-3	1%
CN(C(=O)COC(=O)Cc1c(Cl)cccc1Cl)c1c(N)n(Cc2ccccc2)c(=O)[nH]c1=O	3	-6%	/	/	-2%	-21%	1%	/	11%	6	0%
COc1ccccc1Oc1ccc(S(=O)(=O)N2CCN(C)CC2)cc1	3	-4%	5	-6%	-5%	-2%	-16%	0%	-2%	-5	-5%
O=C(COc1ccccc1Cl)N1CCCCCCC1	-4	0%	3	-7%	4%	3%	3%	-18%	3%	-4	4%
O=C(O)c1cccnc1Nc1ccc(Cl)cc1	-3	?	13	1%	22%	17µM*	-17%	27%	2%	-7	0%
O=C(CN(Cc1cccs1)S(=O)(=O)c1ccc(S(=O)(=O)NC2CCCCC2)cc1)Nc1ccccc1	11	-3%	0	-9%	-3%	-1%	-8%	-6%[10 µM]	-3%	-18	-14%
CCN(CC)C(=O)C(=O)N/N=C/c1cccc(Br)c1	2	-1%	-13	-1%	2%	4%	1%	-33%	0%	-3	-2%
CN(C)c1ccc(C(O)P(=O)(OCc2ccccc2)c2ccc(N(C)C)cc2)cc1 (centres undefined)	-1	-1%	0	-10%	-5%	2%	0%	13%	-8%	9	1%
O=C(COC(=O)c1ccncc1)Nc1ccccc1	-2	10%	1	22%	0%	-6%	4%	?	6%	7	13%
COc1ccc(C)cc1-n1nnnc1SCC(=O)NC1CCCC1	0	7%	/	/	-6%	2%	1%	/	1%	27	-3%
Cc1ccnc(NC(=O)c2c(-c3ccccc3Cl)noc2C)c1	7	0%	2	5%	-2%	-17%	3%	2%	-2%	32[activator]	0%
COc1cccc(NC(=O)CCN2C(=O)c3ccccc3Sc3ncccc32)c1	-3	0%	-2	0%	2%	3%&0%	-1%	6%	-1%	13	-2%
CN(C)/C=N/c1sc2c(c1C#N)CCCCC2	17	?	3	-2%	?	21µM*	-4%	10%	-4%	3	?
Cc1ccc(C(=O)NC2CC3CCCC(C2)N3Cc2ccccc2)cc1 (centres undefined)	-4	-11%	-1	4%	7%	-2%	-1%	-6%	-1%	0	0%
COc1cc(NC(=S)NC2CC2)c(OC)cc1Cl	-3	1%	-1	?	1%	0%	2%	10µM*	2%	-9	-7%
CC(C)(C)c1csc(NC(=O)c2ccc(Cl)s2)n1	-3	?	9	-5%	?	6.7µM*	-7%	7%	3%	-21	4%
COc1ccc(NC(=O)c2nc[nH]c2C(=O)N2CCN(C(=O)OC(C)(C)C)CC2)cc1	11	-2%	4	?	0%	0%	19%	?	-7%	-29	-2%
Cc1c(C(=O)N2CCOCC2)sc2ncn(CC(=O)N3CCC(C)CC3)c(=O)c12	-7	-2%	0	/	0%	1%	1%	23%[0.365 µM]	-15%	4	6%
S=C(NCc1cccnc1)Nc1ccc(Oc2ccccc2)cc1	18	-6%	4	?	-6%	-8%	-6%	?	-15%	2	-1%
C/C(=N\NC(=O)c1ccncc1)c1ccc(NC(=O)c2ccc(Cl)cc2)cc1	9	27%	-1	-3%	8%	/	10%	26%	1%	-15	?
COc1ccc(C(=O)NC(C)Cn2nc(C)cc2C)cc1OC1CCN(C(C)=O)CC1 (centres undefined)	8	0%	/	-5%	1%	1%	-2%	5%	0%	-6	0%
COC(=O)Cn1cnc2c(cnn2-c2ccccc2)c1=O	-21	6%	2	6%	0%	-12%	-3%	18%	-1%	4	2%
Cc1ccc(NC(=O)CSCC(=O)NCCc2ccccn2)c(C)c1	-3	-2%	2	3%	1%	-3%	4%	9%	-5%	14	-2%
O=C(CN(Cc1ccccc1)S(=O)(=O)c1ccccc1)N/N=C/c1ccccc1C(=O)O	-1	-5%	7	4%	-2%	-3%	1%	-24%	0%	9	0%

(cont.)
SMILES	KCNH2 3.1 inh	Rab9 prom act	Coupling enz	VP16 counter	NPC1 promoter act	FLuc counter	uPA surface inh	RORg inh	Tb PFK block	Giardia killer	ELG1 genotoxic
CCCN1CCN(C(=O)c2ccc(Sc3ccc(C)cc3)c(NC(C)=O)c2)CC1	-3	-8%	2	5%	0%	1%	5%	39%	-2%	16	0%
COCCCn1nnnc1SCC(=O)N1c2ccccc2CC1C (centres undefined)	16	1%	1	3%	1%	6%	4%	11%	1%	-6	-2%
CSc1cccc(NC(=O)N2CCN(C)CC2)c1	0	-8%	1	5%	-3%	1%	-1%	-2%	-3%	-20	0%
O=C(Oc1ccccc1)c1ccc2nccnc2c1	-1	0%	-4	9%	-2%	?	5%	3%	-2%	-12	1%
S=c1[nH]cnc2sc(Nc3ccccc3)nc12	-13	-3%	-8	2.5µM*	0%	?	-6%	1µM*	1%	-8	16%
Cc1ccc(-c2[nH]nc3c2C(c2ccoc2)C(C#N)=C(N)O3)cc1C (centres undefined)	-11	10%	-22	3%	3%	0%	-13%	-5%	1%	5	1%
COc1cccc(CN(C(=O)COc2ccc(C)cc2)C2CCS(=O)(=O)C2)c1 (centres undefined)	-34	0%	/	4%	-1%	3%	-4%	23%	-1%	11	1%
COc1ccc(/C=N/NC(=O)c2ccccc2)cc1OS(=O)(=O)c1ccccc1	12	-2%	2	-26%	-2%	?	-4%	-28%	-4%	21	-9%
CCN1CCN(C(=S)NC(=O)c2cccs2)CC1	-10	4%	1	?	2%	1%	2%	6.3µM*	1%	12	-1%
Cc1cc(N2CC(=O)N(CCc3ccccc3)C(=O)C2)n2ncnc2n1	1	/	2	-4%	/	3%	5%	0%	/	-20	/
CC1CC(C)CN(CCC(=O)Nc2ccc3c(c2)CCC3)C1 (centres undefined)	-12	-5%	2	-24%	-3%	2%	-49%	-5%	2%	0	-3%
Cc1cccc2nc(-c3cccnc3)c(NCCC(C)C)n12	-43	0%	-2	?	-6%	-17%	5%	8.9µM*	2%	-1	-1%
Cc1ccc(S(=O)(=O)N2CCN(C(=O)/C=C/c3ccccc3)CC2)cc1C	4	-5%	/	/	-2%	-2%	-19%	/	22%	-20	-3%
O=C(COC(=O)c1ccco1)Nc1ccccc1	1	-4%	2	1%	-2%	?	1%	32%	0%	21	-1%
c1ccc2c(CN3CCSCC3)cccc2c1	-14	3%	4	-17%	-1%	2%	6%	-2%	-3%	4	0%
Cc1ccc(C(=O)NC(C)c2ccc3c(c2)OCO3)s1 (centres undefined)	21	0%	-1	2%	1%	7%	-9%	16%	1%	-22	-4%
CC[C@@H](C)[C@H](N)C(=O)NC[C@H]1O[C@@H](n2cnc3c(N)ncnc32)[C@H](O)[C@@H]1O	-9	/	/	/	/	/	8%	/	-5%	18	-3%
CCn1c(SCC(=O)N2CCCCC2)nc2c1c(=O)n(C)c(=O)n2C	-10	-1%	0	16%	-2%	0%	-2%	-4%	3%	5	-2%
O=C(NCc1ccccc1)NC12CC3CC(CC(C3)C1)C2	1	10%	1	-4%	2%	2%	0%	8%	-3%	-14	-2%
O=C(Nc1ccccc1)c1ccco1	0	?	-1	6%	23%	-18%	9%	-3%	0%	-6	10%
CC1CCCN(CCCCOc2cccc(Br)c2)C1 (centres undefined)	-34	6%	4	-26%	-2%	1%	5%	27%	-10%	8	2%
Cn1nc(C(F)(F)F)c(C(=O)Nc2ccc(Cl)cc2)c1Cl	0	-6%	-1	2%	0%	-2%	-3%	1%	15%	-2	-4%
Cc1cccc(C)c1NC(=S)N/N=C/c1ccc(OCCC(C)C)cc1	4	1%	0	2.8µM*	-3%	4%	1%	1.6µM*	0%	25	-13%
CCCCc1cc(=O)oc2cc(OCC(=O)N(CC)CC)c(Cl)cc12	9	-9%	0	-7%	1%	-4%	14%	1%	2%	6	0%
O=C(COC(=O)CNC(=O)c1ccc(F)cc1)Nc1cccc(S(=O)(=O)N2CCCC2)c1	28	-6%	1	-3%	-4%	-13%	3%	8%	-1%	13	2%
COc1ccc(C(NC(=O)C2CCCCC2)c2c(O)ccc3ccccc23)cc1 (centres undefined)	7	0%	0	-11%	-3%	5%	-2%	-8%[10 µM]	-3%	-7	-9%

High-throughput results as filed in PubChem BioAssay.
